Wnt bcat act: activators of Wnt/beta-catenin signaling. Wnt/beta-catenin reporter cell assay, activator, plate reader. activation, % at 9.35 µM. 300,000 tested, 1.2% active. AID 743398; in the data active = activation above about 30%, passing the limit was not always enough; inconclusive = no clear call, values can overlap the other calls;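 note: 0% = neutral control wells and 100% = positive control wells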
phage Ecoli inh: E. coli growth loss with phage present. growth absorbance. inhibition, % at 11.9 µM. 360,000 tested, 0.26% active; in the data active = inhibition above about 11%
CAL PDZ FP-1: inhibitors of human CAL PDZ peptide binding. inhibition, % at 24.9 µM. Q9HD26. 300,000 tested, 0.92% active. purified CAL PDZ, TMR-peptide fluorescence polarization, 1 h. AID 602252;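 active = mean inhibition of at least 30% with at least half of replicates also reaching 30%; inconclusive = no clear call, values can overlap the other calls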;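 note: 0% = DMSO neutral control and 100% = excess unlabeled competitor peptide PRC23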
SR-BI HDL uptake: mouse SR-BI HDL lipid transfer inhibition. Q61009. ldlA[mSR-BI] CHO cells, DiI-HDL uptake fluorescence, 3 h. inhibition, % at 12.5 µM. 320,000 tested, 0.96% active. AID 488896;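 active = mean replicate inhibition of at least 70% and a set share of replicates each scoring 70 or more; inconclusive = meets just one of the two criteria; inactive = fails both criteria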;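 note: 0% = median of neutral control wells and 100% = median of positive control wells; values of inactives mirror those of a sister screen read the other way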
Target sequence (Q61009 whole entry, looked up): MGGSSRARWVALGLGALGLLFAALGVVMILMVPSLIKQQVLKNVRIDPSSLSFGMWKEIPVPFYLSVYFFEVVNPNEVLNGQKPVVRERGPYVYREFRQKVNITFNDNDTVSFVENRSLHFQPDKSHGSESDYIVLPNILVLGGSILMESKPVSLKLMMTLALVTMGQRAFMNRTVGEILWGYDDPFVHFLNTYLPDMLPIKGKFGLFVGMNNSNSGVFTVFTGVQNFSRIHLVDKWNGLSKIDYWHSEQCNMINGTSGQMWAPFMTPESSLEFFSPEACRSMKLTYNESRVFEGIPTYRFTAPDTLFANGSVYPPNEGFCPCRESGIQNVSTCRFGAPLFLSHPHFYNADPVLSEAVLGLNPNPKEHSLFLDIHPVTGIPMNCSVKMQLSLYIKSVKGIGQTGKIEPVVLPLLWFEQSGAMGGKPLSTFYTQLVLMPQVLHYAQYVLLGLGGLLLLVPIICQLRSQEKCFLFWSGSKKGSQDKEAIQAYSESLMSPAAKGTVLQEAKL
SR-BI uptake up: activators of SR-BI mediated HDL lipid uptake; 320,000 tested, 0.096% active; activation, % at 12.5 µM; CHO ldlA[mSR-BI] cells, DiI-HDL uptake fluorescence, 3 h; 100 = double the neutral-control signal;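 active = mean replicate activation of at least 60% and every replicate at or above 60%; inconclusive = mean or all-replicate condition met, but not both; inactive = mean below 60% and not all replicates reaching 60%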;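 note: 0% = median plate neutral-control signal and 100% = twice that signal; values of inactives mirror those of a sister screen read the other way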
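Test system: SR-BI-overexpressing, LDLR-lacking CHO cells. Measured by: DiI fluorescence, bottom read. Medium: Ham's F12 with 0.5% BSA, HEPES 25 mM, pH 7.4. Timing: 3 h uptake period with compound, 37 °C.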
AddAB inh: less growth of phage-infected E. coli with AddAB. inhibition, % at 11.9 µM. AID 435030. E. coli expressing H. pylori AddAB, absorbance growth. 330,000 tested, 0.29% active; in the data active = inhibition above about 12%;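 note: 0% = vehicle wells of infected cells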
CAL PDZ FP-2: blocks peptide binding to human CAL PDZ domain. 330,000 tested, 0.02% active. Q9HD26. inhibition, % at 20 µM. purified CAL PDZ, TMR-peptide fluorescence polarization, 1 h. AID 504414;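 active = highest replicate inhibition of at least 40%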;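 note: plate controls were DMSO neutral control wells for no effect and unlabeled competitor peptide control wells for full effect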
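Material – purified CerCALP PDZ construct · Detection – FP readout, S and P plane fluorescence · Measure – percent inhibition from loss of millipolarization · Controls – unlabelled peptide for full inhibition, DMSO wells as neutral · Probe or stimulus – TMR-labelled reporter peptide T*-PRC34 bound in PDZ groove · Times – 1 h at RT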
Ecoli viability: counter-screen for AddAB inhibitors: E. coli growth inhibition; 330,000 tested, 0.27% active; inhibition, % at 11.9 µM; E. coli V3065 growth, OD600 absorbance, 18 h;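 active = inhibition above the campaign's mean inhibition across all tested compounds plus 3 SD, cut at about 9.9% in these data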;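 note: uninfected addAB+ strain grown without phage in ampicillin broth; 0% = DMSO wells and 100% = ciprofloxacin 0.95 µg/ml wells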
Tat transport: blocks Tat-dependent protein export in E. coli. E. coli MC4100 TorA-mCherry Tat export, fluorescence. inhibition, % at 10 µM. 340,000 tested, 0.036% active;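 active = mean replicate inhibition at least 50% and at least half of replicates individually reaching 50%; inconclusive = only one of the two criteria met; inactive = neither criterion met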;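 note: exported cargo escapes ClpAP degradation while cytoplasmic cargo is degraded and loses fluorescence; 0% = median of neutral control wells and 100% = median of NaSCN control wells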
MITF act: MITF TRPM1 promoter activation in melanoma cells; 300,000 tested, 0.75% active; SK-MEL-5 TRPM1-promoter luciferase, 24 h; % of positive control, neutral wells = 0; activation, % at 12.5 µM;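 active = mean activation of at least 80% with every replicate also reaching 80%; inconclusive = mean reaches 80% but some replicate falls short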;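 note: 0% = neutral control wells and 100% = parthenolide positive control wells; values of inactives mirror those of a sister screen read the other way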
* hit, by the source's call; ? = inconclusive; / = not tested or not shown.

Order of values – Wnt bcat act	phage Ecoli inh	CAL PDZ FP-1	SR-BI HDL uptake	SR-BI uptake up	AddAB inh	CAL PDZ FP-2	Ecoli viability	Tat transport	MITF act
- CCOc1ccccc1NC(=O)c1cccc(NC(=O)C2CCCC2)c1
  1	0.8	-9	30	-30	2.9	-1.4	-0.9	2	/
- Oc1c(C(c2ccccc2)N2CCN(Cc3ccccc3)CC2)sc2ncnn12 (centres undefined)
  -18	3.1	/	-13	13	0.2	0.6	-0.1	4	/
- COC(=O)c1ccccc1S(=O)(=O)N1CCn2cccc2C1C (centres undefined)
  -1	0.6	-3	0	0	4.6	-0.6	-2.3	-3	3
- CCN1CCN(C(C(=O)NC2CCCCC2)c2ccc(Cl)cc2)CC1 (centres undefined)
  /	3.7	/	-22	22	1.2	0.0	-0.5	6	/
- CCOC(=O)C1=CNS(=O)(=O)NC1c1ccc(C#N)cc1 (centres undefined)
  1	1.0	2	-8	8	-0.2	0.6	4.6	-1	10
- COc1cccc(-c2cc(C(=O)N3N=C(C)CC3(O)C(F)F)c3ccccc3n2)c1 (centres undefined)
  4	-1.3	-2	34	-34	0.7	-1.9	1.4	5	-10
- CC(C)CCOc1ccc(C(=O)O)cc1
  /	3.6	0	-12	12	-0.5	/	0.7	0	7
- O=C(Cn1cnc(S(=O)(=O)N2CCCCC2)c1)Nc1ccc(OC(F)(F)F)cc1
  -6	0.9	2	-4	4	4.1	-0.5	-0.2	9	-3
- O=C(NC1CCCC1)C1CCN(C(=O)c2ccc(Cl)cc2)CC1
  -1	-0.3	-8	5	-5	-0.5	-3.1	-1.8	4	-9
- O=C(CC(=O)Nc1ccccn1)Nc1ccccn1
  /	1.5	-3	-3	3	1.8	-1.4	1.8	-5	/
- Cc1ccc(NC(=O)CSc2nc3ncc(Cl)cc3[nH]2)c(C)c1
  -1	3.8	-5	-1	1	1.2	-2.6	2.0	-6	-11
- CCOC(=O)Cc1cc(-c2ccc(O)cc2)nc2ccc3ccccc3c12
  -7	-0.2	-2	48	-48	-1.7	-2.8	-0.7	-3	4
- O=C(NCc1ccccc1Cl)C1CCCN1C(=O)NCc1ccccc1 (centres undefined)
  0	-0.7	-2	-21	21	2.2	-0.2	1.2	-5	/
- O=[N+]([O-])c1ccc(NN=C2CCCCC2)c([N+](=O)[O-])c1
  0	2.2	-4	23	-23	/	0.1	/	0	-9
- CC1CCCCN1C(=O)CSc1nc(-c2ccccc2)cc(=O)[nH]1 (centres undefined)
  -1	4.1	5	-19	19	-1.7	-2.2	-2.8	-3	-1
- COC(=O)Nc1ccc2c(c1)OCO2
  21	2.7	0	14	-14	-0.2	0.7	-1.3	-3	-4
- CCc1ccc(CCC(=O)Nc2nnc(CC)s2)o1
  /	2.4	/	-3	3	2.6	-2.7	-0.3	1	-5
- O=C(Nc1nnc(-c2ccc(Cl)s2)o1)C1CC1
  21	-2.2	-6	-9	9	-6.2	-0.3	-5.8	-2	5
- CC(NC(=O)COC(=O)C12CC3CC(CC(O)(C3)C1)C2)c1ccccc1 (centres undefined)
  -2	3.4	-2	4	-4	-0.2	-2.6	0.4	2	-1
- CCn1c(CSc2ncccn2)nnc1SCC(=O)N1CCCCC1
  -1	3.7	/	-11	11	0.8	-0.7	0.2	-6	5
- O=C(CNc1ccc(Br)cc1)NC(=O)NC1CCCCC1
  6	3.1	-9	13	-13	/	-0.7	/	-5	-11
- COc1ccc(OC)c(C(c2nnnn2Cc2ccco2)N2CCN(C)CC2)c1 (centres undefined)
  -1	3.5	-1	-13	13	3.1	-1.0	-3.6	-2	-9
- CCOc1ccc(C(C)=O)cc1COc1cccnc1[N+](=O)[O-]
  -3	3.4	-3	41	-41	1.5	-1.5	0.8	-3	-20
- COC(=O)c1c(NC(=O)CSc2nc3ccccc3c(=O)n2-c2ccccc2)sc(C)c1C
  -7	2.1	-3	-4	4	1.1	0.4	0.4	-1	-3
- COc1cc2c(cc1OC)C(c1cccs1)N(C(=O)c1cccnc1)CC2 (centres undefined)
  -11	3.0	-2	3	-3	1.5	-0.7	-0.4	4	-24
- C1CN=C(NC23CC4CC(CC(C4)C2)C3)C1
  -3	1.4	-3	-5	5	1.2	-1.7	0.7	-1	5
- COc1ccc(CNC(=O)COC(=O)c2c[nH]c(=O)[nH]c2=O)cc1OC
  /	3.9	-2	-3	3	1.1	0.1	0.6	1	2
- O=C(c1cccc(C(F)(F)F)c1)C1CCCN(C(=O)Cn2cncn2)C1 (centres undefined)
  2	0.5	-5	-14	14	-1.1	-5.5	-1.4	2	5
- Cc1ccccc1NC(=S)N1CCN(Cc2ccc3c(c2)OCO3)CC1
  /	4.2	0	-26	26	2.0	-1.1	0.7	?	2
- COc1ccc(Sc2nnc(Cc3ccccc3)c3ccccc23)cc1
  -10	0.5	-2	-9	9	0.1	0.1	-0.1	-5	-19
- O=C(Nc1ccc(F)cc1)c1cnc(-c2ccccc2)nc1-c1ccccc1
  /	1.7	/	39	-39	1.8	-0.1	1.1	2	0
- CN1CCN(Cc2c(O)ccc3c2oc(=O)c2ccccc23)CC1
  /	1.9	-2	-8	8	-1.8	-0.4	1.2	2	2
- C=CCOc1ccc(Br)cc1/C=C1/SC(=Nc2ccc(C(=O)O)cc2)NC1=O
  -1	4.5	3	0	0	/	-15	/	-1	15
- O=C(COC(=O)/C=C/c1ccc([N+](=O)[O-])cc1)NC1CCCCC1
  -3	2.5	-4	-16	16	1.5	0.1	2.1	7	/
- Cc1cccc(C(=O)NCC(=O)N(C)Cc2nc3ccccc3c(=O)[nH]2)c1
  -4	4.2	-7	-3	3	1.5	0.8	1.5	0	-10
- COc1ccc(C(=O)NCc2nnc(SCC(=O)Nc3cccc(OC)c3)o2)cc1
  -2	3.9	-4	-2	2	2.9	-1.2	0.9	-6	-5
- O=C(CCCCCn1c(SCC(=O)c2ccccc2)nc2ccccc2c1=O)NCc1ccco1
  -1	0.9	/	28	-28	1.0	-1.5	0.8	-6	-12
- COC(=O)Cc1c(C)nc2nc(NCc3cccc([N+](=O)[O-])c3)[nH]n2c1=O
  -3	2.5	-1	-6	6	2.6	-0.4	-0.7	-2	6
- Cc1ccc(CCN2CC(C(=O)NC(C)C)CC2=O)cc1 (centres undefined)
  -2	0.2	9	-11	11	-1.7	-0.5	-5.3	-7	-10
- CCCc1cn(S(=O)(=O)c2ccc(OC)cc2OC)nc1N
  5	0.0	-2	12	-12	-0.8	-1.5	-2.0	-11	15
- CN(C)CCNC(=O)c1ccc(Cl)c2cc3ccccc3nc12
  13	2.0	-4	-8	8	/	-0.5	/	-2	-73
- CCOC(=O)C1=C(COC(=O)c2cc(S(=O)(=O)N(C)C)ccc2C)NC(=O)NC1C (centres undefined)
  2	2.5	-2	36	-36	-1.6	-0.3	1.9	-4	5
- Cc1cc(N(CC(=O)O)S(C)(=O)=O)ccc1Br
  0	0.6	-2	-28	28	-0.5	-0.2	1.0	-8	-11
- CC(C)Cc1ccc(CN2CCCC(NC(=O)CCn3cnnn3)C2)cc1 (centres undefined)
  1	1.0	-6	9	-9	1.9	-5.9	-0.5	3	5
- CC(=O)c1cccc(NC(=O)C(C)OC(=O)CCN=C2NS(=O)(=O)c3ccccc32)c1 (centres undefined)
  0	1.8	14	-28	28	2.0	-0.2	1.3	-5	2
- O=C(CSc1ccccc1C(=O)O)NC1CCCCCCC1
  /	1.2	-5	-21	21	0.6	-4.1	0.4	-4	/
- C/C(=C\C(=S)Nc1ccccc1)Nc1cccc2ccccc12
  7	-0.4	-1	-12	12	-0.2	-0.6	-7.5	2	-8
- Cn1cc(Br)c(C(=O)Nc2sc3c(c2C(N)=O)CCC3)n1
  /	6.9	-1	15	-15	7.9	1.7	7.5	-5	50
- COC(=O)c1oc2nc(C)cc(C)c2c1N
  -5	3.0	-2	-16	16	3.8	-2.0	0.6	-5	/
- O=C1c2ccccc2C(=O)N1CC(O)CNc1ccc(Br)cc1 (centres undefined)
  -2	3.0	-1	-18	18	3.9	-0.3	1.2	-7	4
- Cc1c(NC(C)C)c(=O)n(-c2ccccc2)n1C
  0	2.9	-1	0	0	0.4	0.4	-1.9	4	2
- CC(C)Oc1ccc(C(=O)NC(=S)N2CCOCC2)cc1
  /	2.0	0	-15	15	-0.7	0.3	1.4	2	27
- Cc1cc(NS(=O)(=O)c2ccc(NC(=O)/C=C/c3ccco3)cc2)nc(C)n1
  0	1.3	-5	1	-1	2.3	-0.8	-1.3	4	-3
- Nc1nc(SCc2ccc(Cl)cc2)ns1
  /	1.7	-2	-6	6	0.2	/	0.2	-1	38
- C(=N\Nc1ccccn1)/c1cccnc1
  -1	3.1	-3	-18	18	5.3	-1.4	2.6	2	/
- O=C(NCc1ccccc1)c1ccc2c(c1)C(=O)N(Cc1ccncc1)C2=O
  /	3.1	-1	-3	3	1.1	1.1	-2.9	1	1
- C=CCc1cccc(/C=C/c2cc(=O)c3ccccc3[nH]2)c1O
  20	3.4	-3	6	-6	-1.1	-4.4	2.1	-1	42
- O=C(/C=C/c1ccccc1)OCCCCN=C1NS(=O)(=O)c2ccccc21
  -5	1.9	-1	-3	3	0.3	-3.1	-0.6	-3	-19
- COc1cccc(CC(=O)OCC(=O)c2cc(OC)ccc2OC)c1
  2	1.7	/	25	-25	0.7	-1.3	-0.5	5	-11
- CC(=O)n1nc(-c2ccccc2)nc1NCc1cccs1
  -5	3.1	72*	-33	33	0.7	7.5	0.9	0	64

Single records (already shown). Values in the order: Wnt bcat act, phage Ecoli inh, CAL PDZ FP-1, SR-BI HDL uptake, SR-BI uptake up, AddAB inh, CAL PDZ FP-2, Ecoli viability, Tat transport, MITF act
Entry for Nc1nc(SCc2ccc(Cl)cc2)ns1 → /, 1.7, -2, -6, 6, 0.2, /, 0.2, -1, 38
Entry for COC(=O)c1oc2nc(C)cc(C)c2c1N → -5, 3.0, -2, -16, 16, 3.8, -2.0, 0.6, -5, /

More entries.
Order of values – Wnt bcat act	phage Ecoli inh	CAL PDZ FP-1	SR-BI HDL uptake	SR-BI uptake up	AddAB inh	CAL PDZ FP-2	Ecoli viability	Tat transport	MITF act
- CC(=O)Nc1n[nH]c(=S)s1
  -1	4.1	-2	-6	6	/	-0.2	/	-8	13
- CC(C)[C@H](NC(=O)N1CCC(Cc2ccccc2)CC1)C(=O)O
  1	-0.9	-6	-26	26	-1.1	/	2.0	-1	1
- O=C(O)Cc1ccc2c(c1)N(S(=O)(=O)c1cccc(C(F)(F)F)c1)CC(C(=O)O)O2 (centres undefined)
  -2	3.6	1	-4	4	0.8	-3.1	-2.7	-6	/
- O=C(Cc1ccccc1)NCC1CCCO1 (centres undefined)
  1	0.9	0	-19	19	-0.5	-2.8	-1.3	-1	27
- CCc1ccc2c(c1)C(=O)c1ccccc1C2=O
  74*	3.6	3	-17	17	2.6	0.1	-1.1	-9	35
- O=C(OC1C2CCC1C1CN(CCc3ccccc3)CC12)c1ccccc1 (centres undefined)
  /	5.0	41*	-8	8	-0.5	-3.2	0.1	8	-11

High-throughput results from PubChem.
